PvdQ inh = P. aeruginosa PvdQ acylase inhibition | 340,000 tested, 0.063% active | purified PvdQ acylase, fluorescence plate reader | inhibition, % at 10 µM; in the data active = inhibition above about 30%, passing the limit was not always enough; inconclusive = no clear call, values can overlap the other calls;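 also: 0% = vehicle neutral wells and 100% = reference inhibitor wells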
Rtt109 HAT inh = blocks Candida albicans Rtt109/Vps75 acetyltransferase activity. 330,000 tested, 0.16% active. AID 540336. Q5AAJ8. purified Rtt109/Vps75, ThioGlo CoA-SH fluorescence, 4 h. inhibition, % at 34.9 µM;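 active = inhibition of at least 50% in every replicate; inconclusive = best replicate reaches 50% inhibition but some replicates fall short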
Target sequence (Q5AAJ8 whole entry, looked up): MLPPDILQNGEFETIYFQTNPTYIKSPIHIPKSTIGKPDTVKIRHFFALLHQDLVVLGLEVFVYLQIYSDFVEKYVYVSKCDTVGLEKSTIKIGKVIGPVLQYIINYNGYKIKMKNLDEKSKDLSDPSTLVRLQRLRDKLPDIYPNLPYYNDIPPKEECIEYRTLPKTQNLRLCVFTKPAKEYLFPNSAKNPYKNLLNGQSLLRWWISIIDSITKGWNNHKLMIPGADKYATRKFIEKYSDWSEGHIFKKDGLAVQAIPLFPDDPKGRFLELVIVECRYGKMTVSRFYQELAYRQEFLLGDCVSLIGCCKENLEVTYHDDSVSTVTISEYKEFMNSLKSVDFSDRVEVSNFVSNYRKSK
AddAB inh = less growth of phage-infected E. coli with AddAB; E. coli expressing H. pylori AddAB, absorbance growth; inhibition, % at 11.9 µM; 330,000 tested, 0.29% active; AID 435030; in the data active = inhibition above about 12%;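 also: 0% = vehicle wells of infected cells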
phage Ecoli inh = E. coli growth loss with phage present; growth absorbance; 360,000 tested, 0.26% active; AID 651602; inhibition, % at 11.9 µM; in the data active = inhibition above about 11%
Ecoli viability = bacterial growth inhibition, counter-screen for AddAB inhibitors; inhibition, % at 11.9 µM; 330,000 tested, 0.27% active; E. coli V3065 growth, OD600 absorbance, 18 h; AID 449728;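 active = inhibition above the campaign's mean inhibition across all tested compounds plus 3 SD, cut at about 9.9% in these data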;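 also: uninfected addAB+ strain grown without phage in ampicillin broth; 0% = DMSO wells and 100% = ciprofloxacin 0.95 µg/ml wells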
CAL PDZ inh = blocks peptide binding to human CAL PDZ domain. AID 504414. inhibition, % at 20 µM. Q9HD26. purified CAL PDZ, TMR-peptide fluorescence polarization, 1 h. 330,000 tested, 0.02% active;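 active = highest replicate inhibition of at least 40%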;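 also: plate controls were DMSO neutral control wells for no effect and unlabeled competitor peptide control wells for full effect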
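material = purified tagged CAL PDZ domain construct (CerCALP) | buffer or medium = sodium phosphate/NaCl buffer pH 7.4 with TCEP, IgG, Thesit | reagent = TMR-labelled reporter peptide T*-PRC34 bound in PDZ groove | incubation = 1 h room-temperature incubation prior to read | measured by = fluorescence polarization (mP) | evaluation = percent inhibition from loss of millipolarization | control set = unlabelled peptide and DMSO controls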
Wnt act = Wnt/beta-catenin pathway activation; Wnt/beta-catenin reporter cell assay, activator, plate reader; activation, % at 9.35 µM; 300,000 tested, 1.2% active; in the data active = activation above about 30%, passing the limit was not always enough; inconclusive = no clear call, values can overlap the other calls;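 also: 0% = neutral control wells and 100% = positive control wells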
DAGLB inh = blocks human DAGLB lipase activity | inhibition, % at 5.17 µM | 340,000 tested, 0.059% active | Q8NCG7 | HEK293T DAGLB membrane lysate, EnzChek fluorogenic substrate; in the data active = inhibition above about 34%;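 also: 0% = enzyme with vehicle and 100% = wells lacking enzyme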
Target sequence (Q8NCG7 whole entry, looked up): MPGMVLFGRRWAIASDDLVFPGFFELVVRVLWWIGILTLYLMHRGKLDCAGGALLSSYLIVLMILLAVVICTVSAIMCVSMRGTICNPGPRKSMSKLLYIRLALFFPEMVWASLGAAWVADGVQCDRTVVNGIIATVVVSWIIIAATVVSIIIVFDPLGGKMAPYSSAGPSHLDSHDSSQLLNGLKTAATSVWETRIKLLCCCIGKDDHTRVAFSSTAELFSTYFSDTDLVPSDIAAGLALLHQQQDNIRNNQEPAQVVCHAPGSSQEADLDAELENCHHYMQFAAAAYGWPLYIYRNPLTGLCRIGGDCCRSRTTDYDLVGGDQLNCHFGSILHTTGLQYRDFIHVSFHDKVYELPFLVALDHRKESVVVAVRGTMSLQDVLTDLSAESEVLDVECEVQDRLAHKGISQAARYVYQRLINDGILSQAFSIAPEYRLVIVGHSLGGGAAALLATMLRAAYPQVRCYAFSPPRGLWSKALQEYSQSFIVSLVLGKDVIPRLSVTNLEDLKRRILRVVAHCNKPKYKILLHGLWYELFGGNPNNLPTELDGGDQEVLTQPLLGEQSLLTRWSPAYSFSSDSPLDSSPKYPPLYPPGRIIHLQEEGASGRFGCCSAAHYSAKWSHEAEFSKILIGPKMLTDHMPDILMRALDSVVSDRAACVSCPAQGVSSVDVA
Tat transport = inhibitors of E. coli Tat protein transport. E. coli MC4100 TorA-mCherry Tat export, fluorescence. inhibition, % at 10 µM. 340,000 tested, 0.036% active;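 active = mean replicate inhibition at least 50% and at least half of replicates individually reaching 50%; inconclusive = only one of the two criteria met; inactive = neither criterion met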;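 also: exported cargo escapes ClpAP degradation while cytoplasmic cargo is degraded and loses fluorescence; 0% = median of neutral control wells and 100% = median of NaSCN control wells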
PfHsp90 yeast 2 = reduces growth (ATP signal) of yeast expressing P. falciparum Hsp90; 310,000 tested, 0.32% active; AID 504621; inhibition, % at 9.4 µM; S. cerevisiae expressing PfHsp90, BacTiter-Glo ATP, 48 h; yeast lacking PDR1 and PDR3 efflux regulators;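 active = every replicate shows inhibition above about 80%, whatever the replicate mean, limit read from the data; inconclusive = mean inhibition reaches the set limit but some replicate falls short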;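 also: 0% = DMSO neutral controls and 100% = 20 µM radicicol positive controls; yeast relying on Plasmodium falciparum Hsp90 in place of its own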
Starred values were filed as active, the others as inactive; ? = inconclusive; nt = not tested or not shown.

SMILES | PvdQ inh | Rtt109 HAT inh | AddAB inh | phage Ecoli inh | Ecoli viability | CAL PDZ inh | Wnt act | DAGLB inh | Tat transport | PfHsp90 yeast 2
Cc1ccc(OCC(=O)Nc2ccccc2C(=O)NC2CC2)cc1C | -7 | 3 | -0.2 | -0.7 | 1.6 | -1.9 | 2 | -4 | -3 | -33
Cc1cc(C)n2nc(SCc3nnc(-c4ccccc4Br)o3)nc2n1 | -6 | 5 | -0.8 | 2.2 | -1.4 | -1.6 | -1 | 1 | 2 | 1
CC(C)c1ccc(/C=C(\NC(=O)c2ccccc2)C(=O)NCCCn2ccnc2)cc1 | 1 | 17 | -1.1 | 2.7 | -1.9 | -3.5 | -4 | 0 | 16 | 2
CCN(C(=O)c1ccc(S(C)(=O)=O)cc1)C12CC3CC(CC(C3)C1)C2 | -11 | -1 | 2.1 | 1.7 | 0.2 | -0.9 | 3 | -3 | -2 | 1
Cc1ccc(-c2ccc(/C=C(\C#N)C(N)=S)n2C)cc1 | -13 | 5 | -0.6 | 3.8 | -1.3 | -2.1 | 5 | 7 | -2 | -9
Cc1nc(N2CCCCC2)sc1C=O | nt | nt | -0.9 | 4.4 | -1.2 | nt | 0 | nt | nt | nt
COC(=O)c1cccnc1SCc1ccccc1 | -6 | 0 | 0.7 | 4.5 | -0.6 | -2.8 | -5 | -2 | 2 | 27
CCOc1ccc(NC(=O)c2cc(C)nc3ccccc23)cc1 | -13 | -16 | 2.2 | 1.2 | -0.9 | -2.6 | 2 | 2 | -2 | 14
O=C(Nc1ccc(F)cc1)c1cc(S(=O)(=O)Nc2ccc(F)cc2)cs1 | -9 | 1 | 0.6 | 7.3 | 3.9 | 0.1 | nt | 4 | -1 | -16
COC(=O)c1ccc(NC(=O)CN(c2ccc3c(c2)OCO3)S(C)(=O)=O)cc1 | -10 | -12 | 1.4 | -1.5 | -0.2 | -2.8 | nt | -5 | -4 | -21
Cc1onc(-c2c(F)cccc2Cl)c1C(N)=S | -8 | 2 | 0.0 | 3.0 | -1.1 | -0.6 | 0 | -5 | 20 | 22
Cc1cc(-n2nc(C)cc2C)n2ncc(-c3ccccc3)c2n1 | -9 | nt | 0.0 | 2.5 | 0.5 | -2.9 | 16 | -2 | 9 | 7
COc1ccccc1/C=C/C(=O)OCC(=O)N1CCc2ccccc21 | -9 | -4 | 3.7 | 2.8 | 1.2 | -0.8 | 5 | -9 | 11 | 2
Nc1nc(SCC(=O)Nc2ccccc2)[nH]c(=O)c1NC(=O)c1cccs1 | -13 | 0 | 1.2 | 3.6 | 0.6 | -0.8 | 3 | 1 | 9 | -36
COc1ccc(NCC(=O)N/N=C/C=C/c2ccccc2[N+](=O)[O-])cc1 | -7 | -1 | -0.7 | 0.5 | -4.2 | 1.1 | -1 | 2 | 1 | 9
NS(=O)(=O)c1ccc(CCNCC(=O)N2CCC(Cc3ccccc3)CC2)cc1 | -8 | -11 | 0.7 | 0.9 | -0.7 | 1.0 | -8 | -3 | 0 | 10
COc1ccc(C(=O)CSc2nnc(-c3cnccn3)n2Cc2ccco2)cc1 | 5 | 4 | 0.3 | 1.3 | 0.5 | -2.3 | nt | 0 | -1 | nt
CC1(C)CC2=C(CO1)C(=S)NC(c1ccccc1)N2CC1CCCO1 (stereo not drawn) | -17 | -8 | 5.2 | 3.6 | 2.1 | -0.7 | 1 | -6 | 21 | 24
COc1cccc(C(=O)NCCn2ccc3ccccc32)c1 | 8 | 13 | 0.0 | 3.3 | -0.2 | -0.3 | 24 | 0 | -1 | 9
O=C(NC1CCCC1)C(c1ccncc1)N(C(=O)c1ccco1)c1ccc(F)c(Cl)c1 (stereo not drawn) | 0 | 24 | 3.3 | 3.6 | 1.3 | -1.9 | 1 | -6 | 4 | 6
CC1CCN(C2CCN(S(=O)(=O)c3ccc(C(F)(F)F)cc3)CC2)CC1 | -4 | -7 | 0.8 | 1.2 | 1.9 | -0.6 | 1 | -1 | -8 | 26
CC(=O)Cc1nsc(NC(=O)c2ccc(COc3ccccc3C)o2)n1 | -10 | -11 | 2.6 | -1.1 | -0.3 | -1.4 | -1 | 2 | -3 | -6
CCOC(=O)CSc1nc2sc(C)c(C)c2c(=O)n1C | -19 | 1 | 1.4 | 1.6 | 1.2 | -2.7 | -2 | -6 | 8 | -6
Cc1cnc(NC(=O)Nc2ccc(OCc3ccccc3)cc2)c(Br)c1 | -8 | 9 | 2.6 | -1.0 | -2.0 | -0.2 | 10 | -5 | 12 | 8
Cc1sc2ncnc(SCC(=O)NC3CCCC3)c2c1C | 9 | 11 | 1.7 | 1.2 | -2.3 | -2.7 | 0 | -5 | -3 | 12
CC1CCc2c(sc(NC(=O)CSc3nnc(-c4ccccc4)o3)c2C#N)C1 (stereo not drawn) | 3 | -1 | 6.8 | 1.2 | 0.0 | 0.4 | nt | 2 | -17 | -4
CC(C)CN(C(=O)COC(=O)c1ccccc1NCc1ccco1)c1c(N)n(Cc2ccccc2)c(=O)[nH]c1=O | -7 | 5 | -0.5 | 3.7 | -1.8 | 0.2 | -2 | 3 | ? | 15
Cn1ncc2nc[nH]c(=O)c21 | -12 | -6 | 2.7 | 3.2 | -0.1 | -1.3 | -2 | -3 | -4 | -11
Cc1cccc(C)c1OCC(O)CN1CCCCC1 (stereo not drawn) | 11 | 13 | 5.1 | 3.9 | 1.9 | -2.0 | 0 | 0 | -3 | -5
CCOc1ccccc1CNC(=O)C1CCN(C(=O)c2sccc2-n2cccc2)CC1 | -17 | -3 | -2.1 | 2.2 | 0.4 | -0.4 | nt | -1 | -3 | 27
CCOc1ccccc1Nc1nnc(Cc2ccccc2Cl)c(=O)[nH]1 | -17 | 16 | 1.9 | 1.7 | -3.3 | -1.7 | -3 | 4 | -1 | 0
Cc1ccccc1-n1ncc(C(C)NC(=O)c2ccccc2)c1C (stereo not drawn) | -9 | nt | 2.2 | 1.5 | -0.2 | -3.1 | 7 | -1 | -2 | 2
Cc1ccc2c(c1)C(c1ccccc1)N(C(=O)c1cc3ccccc3oc1=O)CC(=O)N2 (stereo not drawn) | -3 | 23 | 0.2 | 1.6 | -1.2 | -1.4 | 2 | 2 | 0 | 20
CCOC(=O)Cc1csc(NC(=O)CSc2nnc(-c3ccncc3)o2)n1 | 1 | 13 | 1.9 | 2.9 | 5.8 | 0.2 | -3 | nt | -1 | -18
Brc1cc2c(cc1Br)OCCOCCOCCO2 | -18 | -1 | 3.5 | 1.3 | 0.8 | -0.6 | -1 | -2 | 11 | 4
O=C(CN1CCN(C(C(=O)Nc2ccc(F)cc2)c2ccccc2)CC1)NC1CC1 (stereo not drawn) | -20 | 2 | 3.4 | 0.2 | 2.8 | -0.8 | 0 | 2 | 2 | nt
CCOc1ncccc1C(=O)OCC(=O)c1cc(OC)ccc1OC | -7 | 0 | 2.9 | -1.1 | -1.6 | 0.1 | -1 | -4 | 5 | nt
Cc1cccc(C)c1NC(=O)CN1CCCC1 | -3 | 0 | nt | 1.4 | nt | -0.8 | -1 | -3 | 2 | -1
CCOc1ccc(NC(=S)NCCCN2CCN(C3CCCCC3)CC2)cc1 | -5 | 7 | 7.6 | 3.7 | 0.0 | -2.7 | -3 | -2 | -5 | 41
O=C1Cc2ccccc2Sc2ccc(O)cc21 | -2 | -3 | 2.1 | 2.4 | -0.3 | 1.0 | -1 | 3 | 3 | -20
Cc1cccc(CC(C)NC(=O)c2oc3c(F)cccc3c2C)n1 (stereo not drawn) | -11 | -3 | 0.2 | -3.7 | 1.1 | -0.9 | 0 | -6 | 2 | 5
COc1ccc(S(=O)(=O)N(C)CC(=O)N2CCCCCC2)cc1 | 5 | 38 | -0.4 | 1.8 | -2.8 | 0.0 | 0 | -5 | 4 | 2
Cc1ccccc1-c1cc(C(=O)NCc2ccc3c(c2)OCO3)n(CC2CC(c3cccnc3)=NO2)n1 (stereo not drawn) | 6 | -1 | 0.0 | -1.1 | 0.4 | -0.5 | -4 | 0 | 18 | nt
CCOc1ccc(-c2cc(C(=O)NN)[nH]n2)cc1 | -13 | 9 | 1.2 | 4.2 | -1.9 | -1.2 | 21 | -3 | -8 | 24
O=C(NCCc1nnc2ccc(SCC(=O)N3CCOCC3)nn12)c1ccccc1 | -12 | -3 | 5.4 | 2.1 | -0.7 | -1.4 | 1 | -2 | -4 | 2

Looked up one by one from the list above (2):
SMILES | PvdQ inh | Rtt109 HAT inh | AddAB inh | phage Ecoli inh | Ecoli viability | CAL PDZ inh | Wnt act | DAGLB inh | Tat transport | PfHsp90 yeast 2
Brc1cc2c(cc1Br)OCCOCCOCCO2 | -18 | -1 | 3.5 | 1.3 | 0.8 | -0.6 | -1 | -2 | 11 | 4
CCOc1ccc(-c2cc(C(=O)NN)[nH]n2)cc1 | -13 | 9 | 1.2 | 4.2 | -1.9 | -1.2 | 21 | -3 | -8 | 24

(continued)
SMILES | PvdQ inh | Rtt109 HAT inh | AddAB inh | phage Ecoli inh | Ecoli viability | CAL PDZ inh | Wnt act | DAGLB inh | Tat transport | PfHsp90 yeast 2
CC(C)NC(=O)c1ccccc1NC(=O)CCS(=O)(=O)Cc1ccccc1 | -7 | -4 | -0.4 | 1.5 | -1.4 | 0.0 | nt | 2 | 6 | -6
CC(C)(C)c1cc(C(=O)Nc2ccc(F)cc2)n(Cc2ccc(F)cc2)n1 | -12 | 11 | 3.1 | 1.3 | 1.0 | 0.7 | -18 | nt | 2 | -5
COc1cccc(CN2CCNC(=O)C2CC(=O)NC2CCCC2)c1OC (stereo not drawn) | -1 | 9 | -0.2 | 2.5 | 0.5 | -0.7 | 0 | -3 | 0 | 7
Cc1c(C=O)c2ccccc2n1CCOc1ccccc1F | -5 | -20 | 0.5 | 1.1 | -0.1 | -1.4 | -3 | 0 | 0 | -12
CC(C)NS(=O)(=O)c1ccc(OCC(=O)NCc2ccc3c(c2)OCO3)c(Cl)c1 | -7 | 12 | 0.5 | 1.3 | -2.1 | -1.7 | -2 | -1 | -8 | -2
CCn1c(COc2ccccc2Cl)nnc1SCC(=O)Nc1ncccc1C | 8 | 4 | 1.9 | 4.5 | 1.3 | 0.2 | -2 | 0 | 8 | -3
CC(Sc1nnc(C2CC2)n1C1CC1)C(=O)Nc1ccccc1C#N (stereo not drawn) | -13 | -4 | 1.3 | 2.0 | 0.9 | -0.7 | -4 | 2 | -5 | -4
CC(C)c1ccc(NC2CCCN(C(=O)CN3CCCC3=O)C2)cc1 (stereo not drawn) | -11 | -5 | 5.1 | 3.2 | 2.1 | 0.5 | -1 | 4 | -6 | -9
Cc1ccc(C)c(NC(=S)N2CCC(NC(=O)c3cccc(F)c3)CC2)c1 | -9 | -7 | 1.6 | 3.9 | -1.1 | -0.9 | -2 | 2 | -5 | -22
Cc1ccc(N2CCN(/N=C/c3c(C)nn(-c4ccccc4)c3Cl)CC2)cc1 | -15 | nt | -1.5 | 1.7 | 1.1 | -1.5 | 0 | 0 | -4 | 14
COc1cc(C#N)ccc1OCC(=O)c1ccc2c(c1)OCCO2 | 0 | 3 | 2.3 | 1.2 | 0.2 | -0.8 | nt | -2 | -3 | nt
